TRHR enhancer – TRH receptor (human) allosteric enhancement | TRHR cells, fluo-8 calcium fluorescence, EC20 TRH enhancement | P34981 | AID 493056 | 360,000 tested, 0.66% active | enhancement, % at 2 µM; in the data active = enhancement above about 30%; also: 0% is about no effect
Target sequence (P34981 whole entry, looked up): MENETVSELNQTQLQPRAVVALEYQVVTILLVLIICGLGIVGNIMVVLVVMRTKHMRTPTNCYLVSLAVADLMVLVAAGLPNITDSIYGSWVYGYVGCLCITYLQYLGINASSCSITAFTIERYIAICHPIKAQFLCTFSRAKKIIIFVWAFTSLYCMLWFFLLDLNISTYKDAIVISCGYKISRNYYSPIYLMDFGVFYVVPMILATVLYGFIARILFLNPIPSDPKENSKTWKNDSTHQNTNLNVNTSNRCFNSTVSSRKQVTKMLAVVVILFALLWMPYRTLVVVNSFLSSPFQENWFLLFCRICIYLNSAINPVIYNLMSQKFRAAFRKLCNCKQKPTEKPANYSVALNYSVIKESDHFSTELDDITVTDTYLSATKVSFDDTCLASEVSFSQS
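TRHR-expressing cells loaded with fluo-8 calcium dye were read kinetically (ex 480/em 530) during compound addition, then stimulated with an EC20 of TRH (10 nM final). Enhancement of the Gq-mediated intracellular calcium response was scored.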
D1 PAM – enhances dopamine response at the human D1 receptor; potentiation, % at 10 µM; 360,000 tested, 0.036% active; AID 504651; HEK293 TREx D1 cells, calcium flux, dopamine EC20 potentiation; in the data active = potentiation above about 30%; also: 0% is about no effect
Target sequence (P21728 whole entry, looked up): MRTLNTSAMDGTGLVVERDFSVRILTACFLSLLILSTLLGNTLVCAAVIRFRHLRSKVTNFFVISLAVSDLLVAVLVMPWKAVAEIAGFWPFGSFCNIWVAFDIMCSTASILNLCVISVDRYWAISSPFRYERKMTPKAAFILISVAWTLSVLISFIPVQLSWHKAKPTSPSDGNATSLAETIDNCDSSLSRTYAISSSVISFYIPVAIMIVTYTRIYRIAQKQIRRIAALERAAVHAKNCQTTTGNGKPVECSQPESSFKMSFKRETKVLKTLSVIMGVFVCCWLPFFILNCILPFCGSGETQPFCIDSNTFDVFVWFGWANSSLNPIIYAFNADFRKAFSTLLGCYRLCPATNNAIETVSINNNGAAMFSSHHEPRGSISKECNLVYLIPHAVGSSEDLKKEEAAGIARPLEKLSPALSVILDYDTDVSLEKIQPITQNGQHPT
TRHR agonist – TRH receptor (human) agonism | P34981 | TRHR cells, calcium flux fluo-8, FDSS agonist mode | activation, % at 2 µM | 360,000 tested, 0.18% active; also: 0% is about no effect
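Read-out: compound-evoked intracellular calcium rise in TRHR cells, fluo-8 dye, kinetic FDSS fluorescence at 1 s/cycle following a 10-cycle baseline. Cells cultured overnight before dye loading (30 min–1.5 h, RT).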
D1 agonist – agonists of human D1 dopamine receptor; HEK293 T-REx D1 cells, calcium flux, agonist mode; activation, % at 2 µM; 360,000 tested, 1% active; AID 504660; also: 0% is about no effect
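Inducible HEK293 T-REx D1 cells, force-coupled to calcium signalling, were plated at 4000 cells/well with tetracycline and held overnight at 30 C. After no-wash calcium dye loading, compound-evoked calcium rise over 180 s flagged agonists.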
D2 antag – antagonists of human D2 dopamine receptor; HEK293 TREx D2 cells, calcium flux, dopamine EC80; AID 485344; P14416; inhibition, % at 10 µM; 340,000 tested, 2% active; in the data active = inhibition above about 30%; also: 0% is about no effect
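Calcium flux kinetic readout in an inducible HEK293 TREx D2 line plated overnight at 30 C. After 180 s compound exposure, an EC80 dopamine challenge follows with another 180 s kinetic read to detect antagonism.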
RXFP1 antagonist – RXFP1 (human) relaxin receptor antagonism; HEK293-RXFP1, relaxin-stimulated cAMP HTRF, 30 min; hits give low values; AID 1259400; Q9HBX9; activity change, negative = inhibition, % at 57.5 µM; 350,000 tested, 0.59% active;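 active = activity change of -60% or lower, but not beyond a set lower limit; inconclusive = change between -60% and -40%, or beyond the set limit; inactive = change above -40%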; also: % is scaled to controls: 0 for no effect and ±100 for the full control effect
D1 antagonist – blocks dopamine activation of the human D1 receptor | HEK293 TREx D1 cells, calcium flux, dopamine EC80; hits give low values | activity change, negative = inhibition, % at 10 µM | 360,000 tested, 3.2% active; in the data active = activity change below about -30%; also: % is scaled to controls: 0 for no effect and ±100 for the full control effect
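Antagonism measured as reduced calcium response to an EC80 dopamine addition following 180 s compound pre-read; cells were inducible HEK293 Trex D1 plated overnight at 30 C, read kinetically at 1 cycle/sec.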
D2 agonist – agonists of human D2 dopamine receptor; activation, % at 2 µM; AID 485358; P14416; HEK293 T-REx D2 cells, calcium flux agonist mode; 340,000 tested, 0.53% active;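 active = activation over 3 SD above normal in the single-dose calcium agonist read, cut at about 30% in these data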; also: 0% is about no effect
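HEK293 Trex D2 cells, tetracycline-induced, o/n 30 C 5% CO2; no-wash Ca dye, RT 30–90 min; 10-cycle baseline, 23 nl cpd added, kinetic Ca read 180 s; agonist hits = positive Ca response.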
D2 PAM – D2 dopamine receptor (human) potentiation | HEK293 T-REx D2, calcium flux, EC20 dopamine potentiation | potentiation, % at 10 µM | 340,000 tested, 0.34% active | AID 485347;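 active = potentiation over 3 SD above the plate norm, cut at about 30% in these data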; also: 0% is about no effect
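Using a no-wash calcium dye in inducible, force-coupled HEK293 Trex cells expressing D2, we tracked fluorescence each second for 180 s after compound, then for 180 s after EC20 dopamine to detect augmented signalling.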
* = called active by the depositor; ? = inconclusive; nt = no result given; & = joins results of further samples. Rule as the data show it, unless noted: active = activation above about 30%; inactive = the rest.

1: COc1cc(C)nc(N2CCCC(C(=O)Nc3cc(Cl)ccc3OC)C2)n1 (configuration not stated)
2: COc1ccc(CCC(=O)OCC(=O)Nc2c(C)n(C)n(-c3ccccc3)c2=O)cc1
3: Cc1ccnc(NC2OC(=O)c3ccccc32)c1 (configuration not stated)
4: Cc1ccc(S(=O)(=O)NCc2nc3nc(C)cc(C)n3n2)cc1
5: Cc1cccc2cc(COC(=O)COc3ccccc3)c(=O)[nH]c12
6: CC(C)C1N(S(=O)(=O)c2ccccc2)CCN1S(=O)(=O)c1ccccc1
7: COc1ccc(COc2cc(-c3cccc(OC)c3)nc3ccc(NC(C)=O)cc23)cc1
8: Cc1cccc(Cn2c(Cc3ccccc3)nc3ccccc32)c1
Assay by compound,1,2,3,4,5,6,7,8
TRHR enhancer,2,-5,9,-2,-9,-5,3,17&10
D1 PAM,0,1,-6,3,-3,-6,-3,-2&0
TRHR agonist,-0.6,-0.5,0.2,0.9,-0.9,-0.6,-1.0,-1.0&0.3
D1 agonist,1,1,2,-2,3,2,2,16&12
D2 antag,7,1,9,nt,9,-8,-24,-8
RXFP1 antagonist,-4,-1,-8,-12,3,4,nt,?
D1 antagonist,51,13,2,-2,-4,-9,2,-27&2
D2 agonist,1.3,0.2,-0.6,-0.6,0.2,-2.2,-0.8,1.8&1.0
D2 PAM,81*,-5,5,15,-3,1,3,-4&4

9: CC(C)CN(C(=O)Cn1c(C(F)(F)F)nc2ccccc21)C1CCS(=O)(=O)C1 (configuration not stated)
10: Cc1cc(C)cc(NC(=O)CSc2nnc(-c3cc4occc4n3C)n2-c2ccccc2C)c1
11: COC(=O)C1C(=O)C2=C(CC1C)NC(C)=C(C(=O)OC(C)C)C2c1ccc(C)o1 (configuration not stated)
12: CCCCN(C(=O)COC(=O)COc1c(C)cc(C)cc1C)c1c(N)n(CCC)c(=O)[nH]c1=O
13: CN(C)/C=C(\C#N)C(=O)N/N=C/c1ccc(Cl)cc1
14: COc1cc(NC(=O)CCN2CCN(Cc3ccccc3)CC2)cc(OC)c1
15: O=C(CCCSc1nc2ccccc2[nH]1)NCc1ccccc1
16: COc1ccc(CNc2nc(-c3ccco3)nn2S(=O)(=O)c2ccc3ccccc3c2)cc1OC
Assay by compound,9,10,11,12,13,14,15,16
TRHR enhancer,1,2,16,2,8,0,9,5
D1 PAM,-2,-3,3,-6,-4,1,-1,3
TRHR agonist,0.0,0.4,-0.9,-0.2,-0.6,0.2,0.4,-1.3
D1 agonist,1,3,0,0,2,6,-1,0
D2 antag,-3,nt,3,-10,-8,22,5,nt
RXFP1 antagonist,-4,-17,0,-7,9,5,nt,-17
D1 antagonist,-1,8,2,-5,-2,10,-10,8
D2 agonist,-0.5,0.8,-1.4,1.8,-2.7,0.3,1.0,1.9
D2 PAM,-3,2,12,-2,6,-33,2,0

A different layout for some results above:
Values run as follows: TRHR enhancer	D1 PAM	TRHR agonist	D1 agonist	D2 antag	RXFP1 antagonist	D1 antagonist	D2 agonist	D2 PAM
9) CC(C)CN(C(=O)Cn1c(C(F)(F)F)nc2ccccc21)C1CCS(=O)(=O)C1 (configuration not stated)
    1	-2	0.0	1	-3	-4	-1	-0.5	-3
13) CN(C)/C=C(\C#N)C(=O)N/N=C/c1ccc(Cl)cc1
    8	-4	-0.6	2	-8	9	-2	-2.7	6

The listing continues.
17: Cc1ccc(C2(C(F)(F)F)NC(=O)N3C(=C2C#N)Nc2ccccc23)cc1 (configuration not stated)
18: Nc1c(C(=O)O)cnn1-c1ccc([N+](=O)[O-])cc1
19: CCCCCCOc1ccc(C(=O)n2cnc(N)n2)cc1
20: Cc1ccc(/C(N)=N/OC(=O)CCC2CCCCC2)cc1
21: Cc1ccc(S(=O)(=O)N2CCOCC2)cc1NC(=O)COC(=O)Cc1ccsc1
22: CN(/C(=N/S(=O)(=O)c1cccs1)c1ccccc1)c1ccc(O)cc1
23: Cc1ccc(C(=O)NNC(=O)CCC(=O)Nc2cc(C)on2)cc1
24: Cc1ccc(S(=O)(=O)NCC(=O)N(CC(=O)NCC2CCCO2)Cc2ccccc2)cc1 (configuration not stated)
Assay by compound,17,18,19,20,21,22,23,24
TRHR enhancer,6,-7,-2,1,0,9,-1,1
D1 PAM,-3,5,-1,7,-1,-4,-9,-1
TRHR agonist,0.5,0.0,0.0,-0.1,0.5,2.0,-0.1,0.3
D1 agonist,-1,2,4,2,0,3,2,2
D2 antag,-11,1,0,nt,-6,8,-5,-12
RXFP1 antagonist,-26,-7,-12,-9,10,-7,9,-2
D1 antagonist,nt,-16,8,-11,-6,9,-3,-14
D2 agonist,0.3,0.2,0.5,nt,1.1,0.1,1.2,0.2
D2 PAM,-4,-6,-15,nt,11,3,-12,2

25: O=C(c1ccc(Cn2cc(Cl)cn2)o1)N1CCN(Cc2ccc3c(c2)OCO3)CC1
26: COc1ccc(NC(=O)CNC(=O)c2ccc([N+](=O)[O-])cc2)cc1
27: COc1ccccc1C(=O)Nc1nnc(SCc2cc(=O)n3ccc(C)cc3n2)s1
28: O=C(NCC(=O)N1CCN(S(=O)(=O)c2cccs2)CC1)c1ccc(Cl)cc1
29: COc1ccccc1NC(=O)c1ccc(NC(=O)CN2C(=O)CN(C)C2=O)cc1
30: CC1(C)CC(NC(=O)c2ccncc2)CC(C)(C)N1O
31: CCOc1nc(C)cc(C)c1S(=O)(=O)c1ccc(Cl)cc1
32: Cc1occc1C(=O)N1CCN(Cc2ccccc2)CC1
Assay by compound,25,26,27,28,29,30,31,32
TRHR enhancer,4,4,-3,0,1,-1,1,-7
D1 PAM,-7,-1,-3,-4,-3,2,5,-2
TRHR agonist,-0.1,-2.0,0.5,0.9,0.7,1.0,0.1,-0.3
D1 agonist,4,-1,-1,6,0,3,0,3
D2 antag,-20,-6,nt,6,6,-7,-6,-16
RXFP1 antagonist,8,-11,5,-35,-9,3,-14,1
D1 antagonist,-22,6,7,3,1,30,-1,2
D2 agonist,18,-1.4,0.3,-1.0,0.2,-0.1,-1.0,27
D2 PAM,-15,8,-10,-4,-5,4,-11,-17

Results in sequence from the list:
D1 PAM, entries 19 to 30: -1, 7, -1, -4, -9, -1, -7, -1, -3, -4, -3, 2

D2 PAM: hit marks shown above.
cpd	mol	TRHR enhancer	D1 PAM	TRHR agonist	D1 agonist	D2 antag	RXFP1 antagonist	D1 antagonist	D2 PAM
1	COc1cc(C)nc(N2CCCC(C(=O)Nc3cc(Cl)ccc3OC)C2)n1 (configuration not stated)	2	0	-0.6	1	7	-4	51	81*

The list goes on:
33: CCOC(=O)c1cccc(NC(=O)/C=C/c2ccc([N+](=O)[O-])cc2)c1
34: CCCCn1c(N)c(N(CCC(C)C)C(=O)C2=COCCO2)c(=O)[nH]c1=O
35: NS(=O)(=O)c1ccc(CCNC(=O)c2ccc(=O)[nH]c2)cc1
36: O=S(=O)(NCC1CCCO1)c1cc(Cl)ccc1Cl (configuration not stated)
37: COc1ccc(-n2c(C)cc(-c3cn4cccc(C)c4n3)c2C)cc1
38: CCOc1ccc(NC(=S)NN2CCN(C)CC2)cc1
39: COCCNC(=O)CSc1nc2cc3c(cc2c(=O)n1CCCCCC(=O)NCCc1ccc(OC)c(OC)c1)OCO3
40: CC1CC(C)(C)N(C(=O)CN2C(=O)CCC2=O)c2ccccc21 (configuration not stated)
Assay by compound,33,34,35,36,37,38,39,40
TRHR enhancer,-4,0,-7,-3,-3,-1,2,4
D1 PAM,-4,-1,-6,-4,-2,-6,-1,-7
TRHR agonist,0.0,0.4,2.3,0.1,0.0,-0.2,0.0,0.6
D1 agonist,6,3,2,3,-1,3,1,1
D2 antag,-12,nt,8,-5,11,4,nt,-16
RXFP1 antagonist,-32,4,-8,-2,7,5,5,-5
D1 antagonist,-44*,9,-1,-8,-9,-10,5,-9
D2 agonist,-1.6,nt,0.6,0.2,-0.1,-0.2,0.4,0.0
D2 PAM,-12,nt,-5,10,-16,-4,10,23

4 compounds picked at random from those above:
40: CC1CC(C)(C)N(C(=O)CN2C(=O)CCC2=O)c2ccccc21 (configuration not stated)
34: CCCCn1c(N)c(N(CCC(C)C)C(=O)C2=COCCO2)c(=O)[nH]c1=O
39: COCCNC(=O)CSc1nc2cc3c(cc2c(=O)n1CCCCCC(=O)NCCc1ccc(OC)c(OC)c1)OCO3
33: CCOC(=O)c1cccc(NC(=O)/C=C/c2ccc([N+](=O)[O-])cc2)c1
Assay by compound,40,34,39,33
TRHR enhancer,4,0,2,-4
D1 PAM,-7,-1,-1,-4
TRHR agonist,0.6,0.4,0.0,0.0
D1 agonist,1,3,1,6
D2 antag,-16,nt,nt,-12
RXFP1 antagonist,-5,4,5,-32
D1 antagonist,-9,9,5,-44*
D2 agonist,0.0,nt,0.4,-1.6
D2 PAM,23,nt,10,-12

(next part)
41: CCCOC(=O)Oc1ccc2c(=O)c(Oc3cc(C)cc(C)c3)coc2c1
42: N#Cc1c(NC(=O)Cn2cnc3ccccc3c2=O)oc(-c2ccccc2)c1-c1ccccc1
43: N/C(=N\OC(=O)CCC1CCCC1)c1ccc(Cl)cc1
44: COc1ccc(-c2csc(Nc3ccc(O)cc3)n2)cc1
45: Cc1ccc(N(C(=O)Cn2nnc(-c3ccc(C)o3)n2)C(C(=O)NC2CCCC2)c2ccco2)cc1 (configuration not stated)
46: CCc1ccc(OCc2cc(=O)n3cc(C)sc3n2)cc1
47: CN(c1ccccc1)S(=O)(=O)c1ccc(C(=O)NCc2ccccc2CN2CCCC2)cc1
48: COc1ccccc1OCCN(C#N)c1nc(N(C)C)nc(N(C)C)n1
49: Cc1ccccc1NC(=O)C1CCCN1S(=O)(=O)c1cccc2cccnc12 (configuration not stated)
50: CCC(C)n1c(SCc2ccc([N+](=O)[O-])cc2)nc2ccsc2c1=O (configuration not stated)
51: COC(=O)n1c(=S)oc2cc(Cl)ccc21
Assay by compound,41,42,43,44,45,46,47,48,49,50,51
TRHR enhancer,5,-5,13,0,-3,-8,3,0,-6,-2,-1
D1 PAM,-1,-11,7,-8,-6,-4,-6,-3,-6,-2,5
TRHR agonist,-0.1,-0.4,0.0,-2.0,0.8,-1.3,1.0,-0.4,-0.4,0.5,0.1
D1 agonist,3,4,1,2,6,1,14,4,0,4,6
D2 antag,-5,13,nt,-3,15,nt,0,23,11,3,-4
RXFP1 antagonist,-12,-26,1,-36,1,nt,-2,3,nt,-14,nt
D1 antagonist,2,-55*,15,-25,-8,2,-13,7,5,-7,-9
D2 agonist,0.1,1.8,nt,2.6,-0.3,-1.0,0.5,1.5,-0.8,-1.3,-0.2
D2 PAM,3,nt,nt,0,-9,-12,-20,nt,13,0,-9
